# DNMT1 block – human DNMT1 methyltransferase inhibitors, primary screen, biochemical, molecular beacon, fluorescence, HinP1I cleavage, uHTS. inhibition (reported as % activation of signal), % at 10 µM. actives 0.83% (n = 360,000). AID 588458, 2011; in the data active = inhibition above about 50%
# SUMO1 PPI mod – modulators of SUMO1 protein-protein interactions, primary screen, biochemical, uHTS. AID 602429, 2012. Small ubiquitin-related modifier 1 (Homo sapiens), P63165. SUMO1 binding to a labelled peptide, TR-FRET, 1 h. actives 0.33% (n = 360,000). inhibition, % at 20 µM; in the data active = inhibition above about 37%
# Target sequence (P63165 whole entry, looked up): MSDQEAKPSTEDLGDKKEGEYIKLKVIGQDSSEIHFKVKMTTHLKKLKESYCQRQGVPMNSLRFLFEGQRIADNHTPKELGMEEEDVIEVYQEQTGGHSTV
# NadD inh – inhibitors of S. aureus NadD, primary screen, biochemical, colorimetric, uHTS. purified NadD enzyme, colorimetric absorbance read-out. inhibition, % at 20 µM. AID 602399, 2012. actives 0.78% (n = 360,000); in the data active = inhibition above about 26%; note: some compounds past the cut are filed as inactive
# LMPTP inh – LMPTP phosphatase inhibitors, primary screen, biochemical, fluorescence intensity, uHTS. recombinant LMPTP-A, OMFP fluorogenic substrate. actives 0.22% (n = 360,000). Low molecular weight phosphotyrosine protein phosphatase (Homo sapiens), P24666. inhibition, % at 20 µM. AID 651560, 2012;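 active = compounds that cut the enzyme signal by at least half of the control window in the single-dose screen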;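 note: plate controls were DMSO wells with enzyme plus substrate for no effect and substrate without enzyme for full effect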
#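 Assay system: LMPTP-A phosphatase enzyme | Input: 0.625 nM enzyme | Also added: Fluorogenic phosphatase substrate OMFP at 400 µM final | Compound dosing: One test concentration per compound, 20 µM, with 3% DMSO overall | Schedule: 50 min enzyme reaction at room temperature, protected from light | Signal: Fluorescence intensity | Benchmarks: no-enzyme and uninhibited controls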
# CSN inh – inhibitors of CSN-mediated cullin deneddylation, primary screen, biochemical, fluorescence polarization, uHTS; COP9 signalosome complex subunit 5 (Homo sapiens), Q92905; Purified CSN, SCF-Nedd8-OG deneddylation; actives 0.38% (n = 360,000); inhibition, % at 12.5 µM;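 active = pattern-corrected inhibition above about 35%, with an unprinted fluorescence ratio check between 0.5 and 1.5, limit read from the data, passing the limit was not always enough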;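 note: 0% = enzyme with substrate and 100% = substrate without enzyme; some results filed as inactive read as strong as hits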
# Target sequence (Q92905 whole entry, looked up, one chain of several): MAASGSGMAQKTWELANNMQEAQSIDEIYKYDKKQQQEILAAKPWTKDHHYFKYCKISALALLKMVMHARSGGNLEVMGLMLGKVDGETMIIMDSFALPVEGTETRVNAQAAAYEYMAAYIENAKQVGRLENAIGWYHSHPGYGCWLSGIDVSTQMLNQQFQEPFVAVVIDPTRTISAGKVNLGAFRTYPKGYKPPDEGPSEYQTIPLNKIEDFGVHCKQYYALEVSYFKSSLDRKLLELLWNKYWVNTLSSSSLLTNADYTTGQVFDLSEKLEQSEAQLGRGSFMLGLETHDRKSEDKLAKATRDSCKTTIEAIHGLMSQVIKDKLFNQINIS
#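 Assay system: Purified human Csn5 enzyme expressed in HEK293T cells | Amount: Enzyme 0.24 nM | Measured by: Fluorescence polarization readout | Medium: Tris/NaCl/DTT buffer, pH 7.5 | Compound dosing: One concentration, 12.5 µM, 0.25% DMSO | Times: 90 min incubation of compound, enzyme and substrate at room temperature | Control set: no-enzyme wells high, enzyme-with-substrate wells low | Read-out: % inhibition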
# PABP1 MLLE inh – inhibitors of PABP1 MLLE–PAM2 peptide binding, primary screen, biochemical, fluorescence polarization, FITC-PAM2, GST-MLLE | Polyadenylate-binding protein 1 (Homo sapiens), P11940 | inhibition, % at 20 µM | actives 0.36% (n = 360,000) | AID 588489, 2011; in the data active = inhibition above about 35%, passing the limit was not always enough;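 note: plate controls were DMSO wells with GST-MLLE for no effect and wells lacking GST-MLLE protein for full effect; some results filed as inactive read as strong as hits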
# Target sequence (P11940 whole entry, looked up): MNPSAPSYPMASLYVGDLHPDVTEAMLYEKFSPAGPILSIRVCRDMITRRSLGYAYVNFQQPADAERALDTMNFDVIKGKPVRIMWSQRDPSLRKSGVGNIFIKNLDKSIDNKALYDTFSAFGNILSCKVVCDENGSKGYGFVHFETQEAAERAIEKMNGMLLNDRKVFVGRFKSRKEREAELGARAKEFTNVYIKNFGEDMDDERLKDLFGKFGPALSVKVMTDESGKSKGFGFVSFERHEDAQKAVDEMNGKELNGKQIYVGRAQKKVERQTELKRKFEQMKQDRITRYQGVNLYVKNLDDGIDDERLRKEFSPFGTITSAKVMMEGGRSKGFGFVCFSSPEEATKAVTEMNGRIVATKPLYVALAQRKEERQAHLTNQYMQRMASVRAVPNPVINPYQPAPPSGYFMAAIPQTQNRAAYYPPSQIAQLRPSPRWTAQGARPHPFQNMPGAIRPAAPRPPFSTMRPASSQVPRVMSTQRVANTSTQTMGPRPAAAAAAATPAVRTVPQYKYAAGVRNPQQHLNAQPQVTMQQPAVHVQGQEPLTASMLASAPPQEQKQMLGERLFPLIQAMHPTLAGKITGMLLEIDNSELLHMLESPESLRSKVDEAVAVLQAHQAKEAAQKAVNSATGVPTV
# STEP block – STEP phosphatase inhibitors, primary screen, biochemical, fluorescence intensity, uHTS; actives 0.25% (n = 360,000); Tyrosine-protein phosphatase non-receptor type 5 (Homo sapiens), P54829; recombinant STEP, OMFP fluorogenic substrate; inhibition, % at 20 µM;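 active = inhibition at 20 µM, scaled per plate between control wells, above about 37%, limit read from the data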;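 note: 0% = DMSO with enzyme and substrate and 100% = substrate only without enzyme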
#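 material = STEP tyrosine phosphatase | reagent = fluorogenic phosphatase substrate OMFP at 25 µM final | doses = single compound dose of 20 µM, 1% DMSO final | schedule = 20 min reaction, room temperature, in the dark | measured by = fluorescence, 480/540 nm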
# Tb MetRS inh – T. brucei MetRS inhibitors, primary screen, biochemical, luminescence | AID 624268, 2012 | purified T. brucei MetRS, ATP depletion, Kinase-Glo luminescence | inhibition, % at 11.9 µM | actives 0.4% (n = 360,000);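 active = inhibition above a per-plate cutoff of the control wells' mean inhibition plus 3 SD, cut at about 5.5% in these data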;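 note: 0% = DMSO wells median and 100% = median of wells with control inhibitor compound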
#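 Material: parasite MetRS enzyme / Replication: singlicate, one well per compound / Signal: luminescence of leftover ATP / Schedule: 2 h aminoacylation at 25 °C after 15 min preincubation / Medium: HEPES-MgCl2-KCl buffer plus DTT, spermine, BSA, pyrophosphatase / Doses: 11.9 µM single point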
# Scp-1 inhibitor – Scp-1 phosphatase inhibitors, primary screen, biochemical, colorimetric, uHTS; Carboxy-terminal domain RNA polymerase II polypeptide A small phosphatase 1 (Homo …; Recombinant Scp1, phosphopeptide, malachite green phosphate absorbance; inhibition, % at 20 µM; AID 493091, 2011; actives 0.88% (n = 340,000);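 active = inhibition above about 50% at 20 µM, limit read from the data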;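 note: plate controls were DMSO wells with enzyme for no effect and wells lacking enzyme for full effect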
#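 Material: truncated SCP-1 phosphatase (76-261aa) / Buffer or medium: 50 mM Tris acetate pH 5.5, 0.005% Tween-20, 10 mM MgCl2 / Compound dosing: one concentration, 20 µM, with 1.0% DMSO / Incubation: 45 min room-temperature reaction, 5 min colour, 30 min stabiliser / Detection: colorimetric free-phosphate detection, absorbance 630 nm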
# Rpn11 block – Rpn11 (PSMD14) deubiquitinase inhibitors, primary screen, biochemical, fluorescence polarization, uHTS | actives 0.59% (n = 360,000) | calls only at 20 µM | human 26S proteasome, Ub4-pepOG fluorescence polarization; 20S core pre-blocked with epoxomicin | 26S proteasome non-ATPase regulatory subunit 14 (Homo sapiens), O00487;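 active = inhibition at 20 µM, scaled to each plate's controls, above about 33%, limit read from the data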
# The depositor's hits bear a star; i = inactive; / = no result given; + = active, no number. Rows were taken by chance. Share with any hit: about 3.6%.
# Under each structure – Tb MetRS inh	PABP1 MLLE inh	Rpn11 block	Scp-1 inhibitor	STEP block	LMPTP inh	SUMO1 PPI mod	CSN inh	NadD inh	DNMT1 block
COc1ccc(-c2cc(=O)oc3cc(OC(C)C(=O)Nc4ccc(CN5CCOCC5)cc4)ccc23)cc1 (stereo not given)
  -0.3	-6	i	-2	4	2.2	-29	6	-8	-8
COc1cccc(NC(=O)COC(=O)CCS(=O)(=O)c2ccc(C)cc2)c1
  -0.6	7	i	-5	-1	-1.3	1	-4	-10	2
O=C(NCc1cccnc1)c1cn(CCc2ccccc2)nn1
  0.1	2	i	-8	-2	-1.8	-5	-2	-2	3
Cn1c(SCC(=O)NCc2ccc3c(c2)OCO3)nnc1-c1c[nH]c2ccccc12
  -0.2	-2	i	0	-1	-0.9	-3	0	-1	3
CC1(C)CC2CC(C)(CN2S(=O)(=O)c2cccc(C(=O)OCC(N)=O)c2)C1 (stereo not given)
  -0.1	-14	i	-3	-1	1.2	0	-1	0	2
Nc1nc(NC(=O)C(Cl)(Cl)Cl)nn1-c1ccccc1
  -0.2	-4	i	-4	-1	-0.1	-2	-1	0	0
COc1ccc(C)cc1NC(=O)c1nnn(Cc2cccc(C(F)(F)F)c2)c1N
  -0.6	-3	i	-11	1	1.0	-1	-2	-5	-6
Cc1ccc(OCCCn2ccnc2)c(Br)c1
  -0.2	-8	i	1	0	-6.9	-4	-1	-3	1
CCOC(=O)c1ccc(NC(=O)CC2OCCN(CC)C2=O)cc1 (stereo not given)
  0.2	-16	i	-2	5	-0.1	2	1	5	-1
CC(=O)c1ccc(OCc2cc(C(=O)NC3CCCCC3)no2)cc1
  -0.5	2	i	5	-4	-1.8	1	4	-4	0
CSc1nc(SCC(N)=O)c2c3c(sc2n1)CN(C)CC3
  -0.9	3	i	-3	0	6.0	2	4	9	7
CC1=C(C(=O)Nc2ccccn2)C(c2ccc(Cl)cc2Cl)NC(=S)N1 (stereo not given)
  -0.1	-131	i	-7	0	-0.2	-1	3	3	0
O=C(NCc1ccncc1)c1cncc(Br)c1
  -0.8	10	i	1	-1	-0.3	-4	4	-2	0
O=C1CSC(c2cccnc2)N1c1ccc(F)cc1 (stereo not given)
  -0.3	8	i	-5	-16	-4.1	3	-3	-6	-1
O=C(c1ccc(Cl)cc1)c1ccc(CN2C(=O)c3ccccc3C2=O)o1
  0.1	7	i	-13	1	2.2	-11	1	-9	-4
Cc1ccccc1C(=O)c1cccn1CC(=O)NCCCc1ccccc1
  0.6	-2	i	1	0	0.2	4	-2	-2	6
CN(C(=O)CSc1nnc(-c2ccccc2F)o1)c1ccccc1
  -0.5	-7	i	-2	0	-0.9	5	-4	1	2
CN(Cc1ccccc1)c1nc(N)c([N+](=O)[O-])c(NCc2ccccc2)n1
  -0.4	5	i	-1	-1	3.7	-2	0	7	3
OCc1ccc(-c2nn(Cc3ccccc3)c3ccccc23)o1
  -1.9	14	i	-4	-3	1.5	-5	0	1	-4
Cc1ccc(NS(=O)(=O)c2ccc3c(c2)NC(=O)C(C)C(=O)N3)c(Br)c1 (stereo not given)
  0.9	0	i	-4	-3	-0.9	-1	-1	3	4
COc1ccc(C)cc1N(C(=O)COc1cccc(F)c1)c1nc2ccccc2s1
  -0.5	-2	i	-15	2	2.0	-3	1	4	-4
CC(C)N1CSC(=S)N(Cc2ccccc2)C1
  -0.3	30	i	-3	4	-0.1	-2	-4	0	1
COc1ccc(-c2csc(NC(=O)c3cccs3)c2C(=O)O)cc1OC
  -0.6	16	i	-7	-2	-3.2	7	0	-10	1
CCC(=O)NCCNc1nc2cc(C)c(C)cc2cc1C#N
  0.0	6	i	5	2	-1.3	-6	5	-1	-5
CCn1c(-c2cccnc2)n[nH]c1=S
  -0.5	-5	i	-11	0	-2.3	-1	1	-2	1
CCC1CCC(c2nnc(-c3ccc([N+](=O)[O-])cc3)o2)CC1 (stereo not given)
  -1.3	3	i	-3	1	-1.1	-24	-12	-7	-1
O=C(O)COCC(=O)N1CCN(C(c2ccccc2)c2ccccc2)CC1
  0.2	2	i	-7	-4	-1.6	0	-7	2	0
COc1ccc(NC(=O)CN(c2ccccc2F)S(=O)(=O)c2ccc(C)cc2)cc1
  -1.0	-1	i	-5	-2	2.3	1	4	-12	-1
CCOC(=O)c1cc(-c2ccc(C)cc2)nc2nc(SC)[nH]c(=O)c12
  -1.1	8	i	-1	1	-1.4	2	-1	0	6
O=C1c2ccccc2C(O)(c2ccccc2)N1CCc1ccccc1 (stereo not given)
  -0.2	3	i	-13	0	2.2	3	3	-10	-1

# 4 structures already listed, ordered by SMILES length, ascending:
# Under each structure – Tb MetRS inh	PABP1 MLLE inh	Rpn11 block	Scp-1 inhibitor	STEP block	LMPTP inh	SUMO1 PPI mod	CSN inh	NadD inh	DNMT1 block
CCC(=O)NCCNc1nc2cc(C)c(C)cc2cc1C#N
  0.0	6	i	5	2	-1.3	-6	5	-1	-5
OCc1ccc(-c2nn(Cc3ccccc3)c3ccccc23)o1
  -1.9	14	i	-4	-3	1.5	-5	0	1	-4
O=C(O)COCC(=O)N1CCN(C(c2ccccc2)c2ccccc2)CC1
  0.2	2	i	-7	-4	-1.6	0	-7	2	0
Cc1ccc(NS(=O)(=O)c2ccc3c(c2)NC(=O)C(C)C(=O)N3)c(Br)c1 (stereo not given)
  0.9	0	i	-4	-3	-0.9	-1	-1	3	4

# Going on with the list:
# Under each structure – Tb MetRS inh	PABP1 MLLE inh	Rpn11 block	Scp-1 inhibitor	STEP block	LMPTP inh	SUMO1 PPI mod	CSN inh	NadD inh	DNMT1 block
CCN1CCN(C(=O)/C=C/c2ccc([N+](=O)[O-])cc2)CC1
  -0.3	-6	i	-3	4	-0.6	-26	-9	-9	1
CCOC(=O)C1(Cc2cccc(OC)c2)CCN(C(C)CC(C)(C)O)CC1 (stereo not given)
  0.1	-1	i	-1	1	-0.6	-6	0	-8	3
CCOCCCNc1ncnc2c1[nH]c1ccccc12
  55*	-6	i	6	2	-1.7	0	-5	1	-1
CC(=O)Nc1ccc2c(c1)C(=O)c1cccc(C(=O)O)c1-2
  0.1	2	i	-3	-5	-1.7	-25	-5	1	-2
N/C(=N\c1nc2c(c(=O)[nH]1)CCC2)Nc1cccc(Cl)c1
  -1.2	5	i	3	0	0.6	3	-6	2	-4
COc1cc(CNC2CCCCCCC2)ccc1OCC(N)=O
  -0.6	-2	i	-4	-1	0.5	2	1	-5	0
O=C(CC(O)CCc1ccccc1)c1ccc(O)cc1 (stereo not given)
  -0.3	-6	i	1	-2	-0.2	5	6	3	4
COC(=O)Nc1nn(-c2ccc(Cl)cc2)c(=O)c(C#N)c1C
  0.4	-3	i	2	4	-0.9	-37	-5	7	-7
COCCn1c(=NC(=O)CCS(=O)(=O)c2ccccc2)sc2cc(F)ccc21
  -0.3	-8	i	-2	-1	-1.1	-1	2	-9	-1
CC(C)(C)N1C(=O)c2ccccc2NC(=O)C1C(=O)NCCc1ccccc1 (stereo not given)
  -0.2	/	/	/	/	-0.7	1	-2	/	/
COc1ccc(C(C)=O)cc1COC(=O)CCNS(=O)(=O)c1ccc(C)c(C)c1
  -0.3	-1	i	-1	4	0.1	-1	4	-2	-6
CN1C(=O)/C(=C\c2ccccc2OCc2ccccc2)SC1=S
  -0.1	-1	i	-10	0	1.8	-4	-3	-5	-2
Cc1ccc(OCC(=O)NC2CCS(=O)(=O)C2)c([N+](=O)[O-])n1 (stereo not given)
  -0.2	3	i	-7	-1	0.1	-5	2	3	2
Cc1ccccc1Nc1nc(N)nc(CSc2nc3ccccc3c(=O)n2C)n1
  -0.7	-16	i	-5	-2	0.8	20	-1	6	-15
Cc1ccc(NS(=O)(=O)c2cc([N+](=O)[O-])ccc2N/N=C/c2sc(N3CCOCC3)nc2-c2ccccc2)c(C)c1
  -0.4	-63	+	-9	2	-1.3	-13	14	11	18
Cc1cccc2cc(C#N)c(NCCCn3ccnc3)nc12
  -0.2	2	i	-14	-3	-2.7	4	-1	-3	-4
NNC(=O)CNC(c1ccccc1)c1cc(Br)ccc1N (stereo not given)
  3.6	6	i	-14	-1	-2.3	2	-2	1	1
COc1ccc(S(=O)(=O)O/N=C2\CCCc3ccccc32)cc1
  -0.2	9	i	-10	3	0.2	1	-6	-4	-7
CCc1ccccc1NC(=O)Nc1cccc(F)c1
  0.1	0	i	1	-1	0.2	3	-3	-4	0
O=C(CSc1ncccc1C(=O)O)c1ccc2ccccc2c1
  0.0	10	i	-6	7	-1.4	-11	-1	1	6
CN(C)c1ccc(/C=C/C(=O)c2cccnc2)cc1
  0.1	-103	/	14	0	6.6	-50	49*	5	-2
Cc1cccc(C(=O)NNC(=O)C2CCCCC2)c1O
  0.0	-19	i	/	2	-1.2	4	-2	-3	1
CCc1sc(NC(=O)CN2CCC(C(N)=O)CC2)nc1-c1ccccc1
  -1.0	5	i	-2	-4	-0.8	3	1	-5	4
CC1C/C(=N/N2C(=O)CSC2=S)CC(C)(C)C1 (stereo not given)
  -1.1	25	i	-1	-1	0.9	-6	3	5	2
O=C(c1ccc(NS(=O)(=O)c2cccc3cccnc23)cc1)N1CCCCC1
  0.1	0	i	7	-4	0.5	5	-8	-1	-1

# Compound activity: PubChem, several laboratories
